# Screening data deposited in PubChem by several laboratories.
# NTR1 ag: agonists of NTR1, primary screen, imaging, U2OS cells, beta-arrestin-GFP, high content (AID 493036) | P30989 | NTR1-U2OS beta-arrestin-GFP spot imaging, agonist mode | activation, % at 20 µM | hit rate 0.17% among 330,000;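 active = activation at or above 40% of the spot to cytoplasm intensity ratio, with at least 20 cells analyzed; inconclusive = wells under 20 cells, flagged as cytotoxic or low count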;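 note: 0% = DMSO without peptide and 100% = 100 nM NTR1 peptide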
# Target sequence (P30989 whole entry, looked up): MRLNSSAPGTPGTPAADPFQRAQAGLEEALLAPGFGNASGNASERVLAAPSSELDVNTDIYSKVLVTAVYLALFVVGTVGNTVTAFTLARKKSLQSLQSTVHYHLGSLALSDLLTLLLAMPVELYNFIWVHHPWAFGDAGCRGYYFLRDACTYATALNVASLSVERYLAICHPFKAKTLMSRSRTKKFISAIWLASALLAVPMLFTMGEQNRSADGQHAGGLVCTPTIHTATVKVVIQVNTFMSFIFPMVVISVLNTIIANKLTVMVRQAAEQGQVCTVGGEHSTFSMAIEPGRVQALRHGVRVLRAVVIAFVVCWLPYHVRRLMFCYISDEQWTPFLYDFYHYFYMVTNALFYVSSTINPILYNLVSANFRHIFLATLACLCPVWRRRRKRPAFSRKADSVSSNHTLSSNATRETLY
# KOR beta-arrestin-1: KOR antagonists, beta-arrestin recruitment, cell-based, luminescence, uHTS (AID 1778) | KOR beta-arrestin recruitment, luminescence, antagonist mode; higher % means a stronger effect | one-dose inhibition, % at 10 µM; IC50 in µM for titrated hits | hit rate 0.091% among 290,000; in the data active = inhibition above about 50%; note: strong numbers were not always called active
# GPR55 antagonists: GPR55 antagonists blocking LPI-driven arrestin recruitment, primary screen, imaging, U2OS, beta-arrestin-GFP, LPI agonist (AID 2013) | U2OS GPR55 beta-arrestin-GFP translocation imaging, LPI antagonism; higher % means a stronger effect | inhibition, % at 10 µM; hits with a dose series show IC50 in µM | hit rate 0.13% among 290,000;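 active = spots per cell inhibited over 60%, with over 100 cells counted and total cytoplasm intensity under 500,000; inconclusive = wells with under 100 cells, flagged as likely toxic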;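 note: U2OS cells stably carrying GPR55 and arrestin-GFP stimulated by 5 µM LPI near EC80; imaged beta-arrestin-GFP aggregate spots per cell after agonist stimulation; plate controls were LPI-stimulated DMSO wells for no effect and DMSO wells without LPI for full effect; some results filed as inactive read as strong as hits; confirmed hits need IC50 under 10 µM and bright autofluorescent wells are also inconclusive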
# GPR55 activation: selective activators of receptor GPR55 – imaging, U2OS cells, beta-arrestin-GFP redistribution, primary screen (AID 1961); activation, % at 10 µM, or EC50 in µM where a hit was titrated; hit rate 0.048% among 290,000; U2OS GPR55 beta-arrestin-GFP redistribution imaging; higher % means a stronger effect;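 active = activation above 40% with more than 50 cells counted in the well; inconclusive = wells holding fewer than 50 cells, flagged as toxic or sparse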;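 note: U2OS osteosarcoma cells stably expressing GPR55 and beta-arrestin-GFP; plate controls were DMSO negative control for no effect and LPI positive control for full effect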
# UTI89 phage lysis: protection from phage-mediated lysis, alamar blue read-out – E. coli UTI89, K1F phage, bacterial capsule biogenesis inhibitors (AID 488966). hit rate 0.02% among 340,000. inhibition, % at 100 µM, or IC50 in µM where a hit was titrated. E. coli UTI89 K1F phage lysis, alamar blue, 2 h; higher % means a stronger effect;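 active = phage lysis inhibition, versus mean bacterial control, above a set limit; inconclusive = no clear call, values can overlap the other calls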;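 note: capsule biogenesis inhibitors block K1F phage lysis so surviving cells raise fluorescence; higher fluorescence means more inhibition of phage lysis; actives were called in the ten point dose series up to 300 µM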
# GPR35 arrestin U2OS: inhibition of zaprinast-stimulated GPR35 beta-arrestin translocation – imaging, U2OS, beta-arrestin-GFP, zaprinast agonist, primary screen (AID 2058). U2OS GPR35 beta-arrestin-GFP translocation imaging, zaprinast antagonism; higher % means a stronger effect. hit rate 0.052% among 290,000. one-dose inhibition, % at 10 µM; IC50 in µM for titrated hits;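 active = inhibition of at least 50% with at least 30 cells and total cytoplasm GFP at most 10,000,000; inconclusive = under 30 cells or total GFP of 10,000,000 plus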
# MgcRacGAP inhibition: MgcRacGAP GTPase-activating activity inhibitors, confirmation, biochemical, ADP Hunter fluorescence | inhibition, % at 30 µM; hits with a dose series show IC50 in µM | hit rate 0.6% among 340,000 | MgcRacGAP-stimulated Rac1 GTP hydrolysis, ADP Hunter fluorescence; higher % means a stronger effect; GST-tagged Rac1 F28L mutant substrate;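 active = first-screen hits whose inhibition reached a set limit at any dose in the follow-up dose series; inconclusive = inhibition above the set first-screen limit but never retested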;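 note: fluorescence reports GDP produced by GAP-driven GTP hydrolysis; strong numbers were not always called active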
# KOR beta-arrestin-2: kappa opioid receptor activators – cell-based, luminescence, uHTS, primary screen (AID 1777); KOR beta-arrestin recruitment, luminescence; higher % means a stronger effect; activation, % at 10 µM, or EC50 in µM where a hit was titrated; hit rate 0.02% among 280,000; in the data active = activation above about 50%, passing the limit was not always enough; note: a part of the inactive calls stands beside numbers as strong as those of hits
# NOD1 inhibition: inhibition of NOD1-driven NF-kB reporter – cell-based, luminescence, uHTS, primary screen (AID 1578); NOD1-driven NF-kB luciferase reporter cells, luminescence; higher % means a stronger effect; inhibition, % at 4 µM, or EC50 in µM where a hit was titrated; hit rate 1% among 290,000; in the data active = inhibition mostly above about 36%, no sharp cut-off; inactive = mostly below about 34%;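 note: HEK-293T reporter cells stimulated with the NOD1 agonist gamma-tri-DAP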
# NTR1 ag cell count 20 µM: further read-out of NTR1 ag, marked with its call; cell count; measured here: cell count, cytotoxicity flag
# * hit, by the source's call; i = inactive; ? = inconclusive; nt = no result given; [ ] = dose if it differs, or a comment.
SMILES,NTR1 ag,NTR1 ag cell count 20 µM,KOR beta-arrestin-1,GPR55 antagonists,GPR55 activation,UTI89 phage lysis,GPR35 arrestin U2OS,MgcRacGAP inhibition,KOR beta-arrestin-2,NOD1 inhibition
COc1ccc(NC(=O)CN(C)CC(=O)Nc2ccc(Cl)cc2[N+](=O)[O-])cc1,5.7,56,-15.7%,9.7%,0.5%,-0.2%,10.4%,-9.5%,-6.9%,-31.0%
COc1ccc(Cc2nnc(N/N=C/c3ccc(O)cc3O)[nH]c2=O)cc1OC,0.4,50,10.3%,1.2%,0.1%,-13.8%,-20.5%,?,0.1%,35.4%
Cc1c2cccn2cc[n+]1C,-3.8,74,25.6%,7.8%,0.0%,-0.8%,-1.1%,2.8%,-3.5%,-20.0%
COCCCNC(=S)Nc1cccc2ncccc12,1.3,65,-8.5%,-23.0%,1.3%,0.4%,-15.6%,4.6%,-0.2%,-14.0%
COCCCNC(=O)CCc1nnc(Cc2ccc(-c3ccccc3)cc2)o1,-0.9,43,-28.3%,-0.1%,-0.3%,-0.3%,-9.6%,4.2%,0.9%,-39.2%
Cc1c(Cl)cn2c(=O)cc(CN3CCN(c4ccc(F)cc4)CC3)nc2c1Cl,5.0,46,-9.2%,8.6%,0.3%,nt,-6.7%,nt,-2.6%,-8.6%
Cc1c(Cc2ccccc2)sc(NC(=O)c2ccco2)c1C(N)=O,1.2,43,-18.1%,11.1%,0.1%,0.7%,-11.5%,9.7%,-0.8%,-33.5%
Cc1cc(C)c(S(=O)(=O)n2nc(C)c(Br)c2C)c(C)c1,7.3,51,-11.3%,-2.3%,0.4%,0.3%[50 µM],17.3%,4.1%,4.9%,-28.5%
CS(=O)(=O)N1CCN(C2C3CC4CC(C3)CC2C4)CC1 (stereo not drawn),0.1,30,-16.8%[20 µM],8.5%,-0.1%,0.3%,11.0%,152µM*,nt,-24.7%
CCn1c(SCC(=O)NCCc2ccccc2)nc2sc3c(c2c1=O)CCN(C)C3,1.4,62,33.9%,2.9%,-0.2%,1.5%,4.7%,11.8%,-0.3%,-15.8%
CCOc1ccc(NC(=S)N(CCOC)C2CCN(C(C)C)CC2)cc1,0.5,74,5.1%,4.3%,3.0%,0.0%,10.4%,12.0%,-6.9%,-3.9%
Cc1ccc(/C=N/NC(=O)c2cccs2)cc1[N+](=O)[O-],7.3,45,9.4%,nt,-0.1%,0.4%,-5.9%,10.1%,-1.3%,8.5%
O=C(Nc1ccc(F)cc1)C1CC(=O)n2c(nc3ccccc32)N1 (stereo not drawn),-0.1,56,7.5%,16.0%,0.5%,-5.5%,-3.5%,9.3%,-4.6%,-19.3%
COc1cccc(CNC(=O)CN(C)S(=O)(=O)c2ccc(Br)s2)c1,1.5,48,-28.4%,-2.4%,0.2%,0.2%,0.4%,4.4%,-3.8%,8.5%
O=C(COc1cccc(NC(=O)c2ccco2)c1)c1ccc(F)cc1,2.6,51,23.7%,-8.6%,-0.1%,1.5%,-11.8%,7.7%,-0.4%,-23.3%
COc1ccc(CCNC(=O)CSc2nnc(CNC(=O)c3cccs3)o2)cc1OC,-2.0,49,-9.1%,7.1%,0.2%,1.5%,-10.0%,-3.7%,-0.3%,-9.2%
Cc1ccc(CNC(=O)Nc2cccc(C)c2)cc1,-1.0,69,-6.8%,2.0%,-0.1%,0.2%,5.0%,5.1%,0.8%,-44.1%
O=C(N/N=C/c1cc([N+](=O)[O-])ccc1O)/C(=C\c1cccs1)NC(=O)c1ccccc1,0.3,89,17.3%,11.3%,0.9%,0.1%,11.9%,9.9%,9.7%,-7.0%
CC(=O)Nc1ccc(OCc2cccc3ccccc23)cc1,-0.1,66,-21.9%,1.7%,-0.1%,-2.5%,10.2%,-7.5%,3.5%,29.7%
CC(C)CN1C(=O)N(c2ccc(Cl)cc2)C(C)(O)CC1(C)C (stereo not drawn),0.0,92,20.8%,1.1%,0.2%,-0.6%[50 µM],-1.1%,9.0%,2.0%,2.5%
CCOCCn1c(SCc2cccc(C)c2)nc2c1c(=O)[nH]c(=O)n2C,0.4,82,6.9%,5.2%,-0.1%,-0.3%,0.7%,15.3%,-2.4%,-7.6%
Cc1ccc(/C=N/NC(=O)c2ccc(N(C)S(=O)(=O)c3ccccc3)cc2)cc1,1.0,55,-36.1%,-2.7%,0.0%,0.2%,-11.9%,2.4%,3.6%,-10.6%
COC/C=C/C1=CC2=CC(=O)C(C)(OC(=O)c3cnc4ccccc4n3)C(=O)C2=CN1Cc1ccc(OC)cc1 (stereo not drawn),-0.3,54,38.2%,-15.6%,0.7%,0.5%,1.2%,12.4%,-1.6%,1.0%
O=C(COC(=O)c1cccc(S(=O)(=O)N2CCOCC2)c1)c1ccccc1,2.2,50,5.4%,-1.6%,?,-0.1%,1.5%,-4.3%,0.2%,-26.5%
CCN(CC)C(=O)CSc1nnc(-c2cc(OC)cc(OC)c2)o1,1.9,59,-4.2%,-3.6%,0.2%,1.1%,-6.0%,6.9%,-5.2%,-16.4%
CCCCC(C(=O)NC1CCCC1)N(C(=O)c1snc(C(N)=O)c1N)c1ccc(C)cc1 (stereo not drawn),5.9,47,-28.8%,5.9%,0.1%,0.0%,1.3%,-2.4%,-2.4%,-33.5%
COc1ccc(NC(=O)N2CCCc3cccc(C)c32)cc1,-1.2,55,-29.7%,-6.1%,-0.4%,-1.9%,-8.9%,-11.6%,0.1%,10.4%
COc1cc2ccc3c(CCN(C)C)cc(OC)c(OC)c3c2cc1OC,3.7,49,-5.3%,16.3%,0.3%,0.1%,-8.8%,13.1%,2.0%,-30.2%
CC(C)c1nnc(NC(=O)c2cnccn2)s1,16.4,96,34.8%,-1.9%,0.2%,0.6%,1.8%,4.0%,0.7%,-39.0%
O=S(=O)(c1ccc(Cl)cc1)c1cnc(-c2cccnc2)nc1-c1ccccc1,35.1,77,-17.2%,21.7%,0.2%,0.1%,0.2%,5.6%,2.5%,13.8%
COc1cc2c(c(OC)c1O)C(=O)CO2,-0.3,63,13.1%,13.9%,-0.1%,0.1%,-3.0%,12.1%,5.0%,-4.8%
O=C(/C=C/c1ccccc1)OCCN=C1NS(=O)(=O)c2ccccc21,3.3,49,-8.8%,-1.9%,0.4%,-0.1%,-7.8%,0.6%,-3.2%,4.9%
COc1ccc(-c2cc(C(F)(F)F)n3nc(C(=O)N4CCCCC4)cc3n2)cc1OC,1.0,45,12.1%,-11.5%,0.1%,-0.7%,0.5%,5.5%,-3.0%,-13.4%
Cc1nn(C(=O)N2CCOCC2)c(C)c1C,-0.4,50,-13.1%,20.1%,-0.4%,0.9%,-0.1%,2.3%,-2.5%,-18.6%
COCCn1c(Sc2ccccc2)nc2c1c(=O)[nH]c(=O)n2C,-1.1,84,0.4%,19.4%,-0.1%,0.6%,-4.4%,4.0%,-0.6%,-19.0%
O=C(OCc1cccc([N+](=O)[O-])c1)c1ccncc1,0.4,88,-19.1%[20 µM],0.1%,-0.1%,0.0%,-7.3%,7.9%,-0.7%,-23.4%
Cc1nn(C)c(Oc2ccccc2)c1CCNC(=O)C(C)(C)C,1.3,46,-5.8%,-6.0%,0.2%,6.1%,-4.0%,1.8%,nt,-9.8%
Cc1noc(NC(=O)c2ccccc2C(F)(F)F)c1C#N,-0.6,85,-44.0%[20 µM],-12.0%,-0.1%,3.5%,-7.5%,12.6%,1.0%,-15.0%
COc1ccc(CCNC(=O)C(=O)NCC2OCCN2S(=O)(=O)c2ccc(F)cc2)cc1 (stereo not drawn),0.8,45,-13.6%[20 µM],2.1%,0.0%,4.3%,-2.1%,2.1%,-3.1%,3.2%
O=C(/C=C/c1ccccc1)N(c1ccccn1)C1CCCCC1,1.2,91,-28.5%,-1.5%,0.1%,i,-15.1%,7.1%,-0.7%,-8.3%
COc1ccc2nc(NC(=O)CSc3nc4ccccc4o3)sc2c1,0.1,42,-38.2%,-0.9%,0.0%,4.2%,-8.5%,0.5%,-3.0%,-14.8%
Cc1ccc(CNC(=O)CN(Cc2ccccc2)S(C)(=O)=O)cc1,-1.1,64,-6.7%,-6.3%,0.1%,0.8%,1.6%,13.2%,8.7%,-11.5%
COCCN(CCOC)c1ncnc2c1cnn2-c1ccc(Cl)cc1,-0.3,77,-4.2%,-6.4%,-0.3%,0.1%,2.1%,2.6%,-3.4%,-42.0%
COc1ccc(/C(C)=N/Nc2ccc(C(=O)O)cc2)c(OC)c1,4.8,31,17.8%,12.2%,-0.4%,0.0%[50 µM],-3.5%,-27.0%,7.1%,-13.3%
CCOc1ccccc1C(=O)Nc1cc(OC)ccc1OC,5.0,77,-23.0%,6.2%,-0.1%,-0.7%,16.3%,1.4%,6.3%,0.3%
CCOc1ccc(C(CC(=O)O)n2cnnn2)cc1OC (stereo not drawn),0.5,90,13.2%,5.6%,-0.3%,-0.1%,7.6%,10.6%,-7.3%,-8.7%
COC(=O)c1c(C)[nH]c(O)c1C=Nc1ccc(Oc2ccccc2)cc1,6.5,86,-3.4%,-11.4%,-0.5%,0.2%,-2.2%,8.9%,0.0%,-63.9%
COC(=O)CCCCC(=O)C1C(=O)CC(C)(C)C(C(=O)OC)C1=O (stereo not drawn),0.5,46,25.6%,5.6%,-0.1%,0.4%,0.8%,2.3%,-3.8%,-33.6%
COc1ccc(-c2cc(-c3nnc(COC(=O)CC4CCCC4)o3)c3ccccc3n2)cc1OC,1.8,88,8.6%,9.6%,-0.1%,2.6%,-1.9%,0.7%,-1.9%,-15.1%
O=C(O)CCC(=O)N1CCc2cc(S(=O)(=O)Nc3ccc4c(c3)OCCO4)ccc21,3.7,38,26.9%,4.0%,-0.1%,6.9%,-7.7%,5.9%,5.0%,2.4%
CN(N)C(=S)Nc1ccc(F)cc1,-1.0,53,2.6%,0.9%,-0.4%,0.1%,5.7%,-4.5%,-2.2%,-43.8%
O=C(COc1ccc(S(=O)(=O)N2CCOCC2)cc1)NCCN1CCOCC1,-1.3,48,-8.9%,5.9%,0.2%,1.2%,18.4%,1.3%,-4.1%,-7.7%

# This is a subset (hit frequency here may not be typical).
